Lipid storage S3: qHTS Assay for Lipid Storage Modulators in Drosophila S3 Cells; Potency in µM for hits, for the others lipid storage change, negative = inhibition, % at the top dose, mostly 46.1 µM; Drosophila S3 cells, BODIPY lipid droplet fluorescence, 18-24 h; cells fed with added oleic acid; actives 0.64% (n = 320,000); active means well fitted inhibition curve with a large enough effect in the signal ratio, with a control signal flat, not every such curve was filed as active; inconclusive means small, poorly fitted or top-dose-only effect, or effect the other way, or a change in a side signal; the % refers to the signal ratio
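Laser-scanning cytometry quantifies lipid droplet accumulation (500–530 nm total intensity; droplet/cell object ratio) in oleic acid-fed (400 uM added) Drosophila S3 cells treated with a concentration series. 20 uM Triacsin C defined 100% inhibition.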
Lipid storage S3 cell count max: second read-out of Lipid storage S3, no call of its own (marks repeat the call); cell number change, %; measured here: cell count max response;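 cells counted by Cell Tracker Red CMTPX staining in the red channel; peak over a dose series mostly up to 46.1 µM; percent activity relative to internal control wells on each plate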
* marks the source's active call; other numbers are inactive results; i = inactive; ? = inconclusive; / = not tested or not shown; [ ] = dose if it differs, or a comment. On the % scale 0 is the no-effect control and ±100 the full control effect; potency means the concentration at half of the fitted maximal effect. The list is partial (hit frequency here may not be typical).

SMILES	Lipid storage S3	Lipid storage S3 cell count max
CCCn1c(=N)n(CC(=O)c2ccc([N+](=O)[O-])cc2)c2ccccc21	?	/
COc1ccc(CCN2C(=O)CC(Cc3ccc(C)cc3)C2=O)cc1OC (stereo not given)	7%	16
COc1ccc2c(Cl)c(C(=O)NCCCn3ccnc3)sc2c1Cl	-7%	/
COc1cccc(CC(=O)NC2CCCN(Cc3ccc(Cl)cc3)C2)c1 (stereo not given)	?	/
CCCC(=O)NC(=S)NNC(=O)c1ccc([N+](=O)[O-])cc1	?	/
Cc1nc(SCC(=O)Nc2ccccc2)c2oc3ccccc3c2n1	-10%	19
CC1=NN(c2ccccc2)C(=O)C1N=Nc1ccc(N)cc1 (stereo not given)	?	/
CC12CCC(C(=O)Nc3ncc([N+](=O)[O-])s3)(OC1=O)C2(C)C (stereo not given)	?	/
Cc1ccc(/C=N/Nc2ncc(Cl)cc2Cl)s1	?	/
Cc1nc2ccc(S(=O)(=O)NCC(=O)Nc3ccc(F)cc3)cc2s1	?	/
CCn1nc(C)c(CNC(=O)CC2C(=O)NCCN2Cc2ccc(C)o2)c1C (stereo not given)	17%	-11
COc1ccc(C2=NO[C@@H]3C(=O)N(C4CCCCC4)C(=O)[C@H]23)cc1OC	i	8
COc1ccc(CC2(C)OC(c3ccc(Cl)cc3)=NN2C(C)=O)cc1 (stereo not given)	?	/
CCC(C)NC(=O)Cc1cn(C)c2ccccc12 (stereo not given)	?	/
NS(=O)(=O)c1ccc(NS(=O)(=O)c2ccc(NC(=O)C3CC3)cc2)cc1	?	/
COc1ccccc1N(C(=O)c1ccncc1)c1nc(-c2ccc([N+](=O)[O-])cc2)cs1	?	/
COc1ccc(Oc2nc(C)cc(C)c2C#N)cc1	i	/
Cc1oc(-c2ccc(Cl)cc2)nc1CS(=O)CC(=O)NCCN1CCCC1 (stereo not given)	10%	0
COc1ccc(Nc2nc3ccccc3nc2NS(=O)(=O)c2cccs2)c(OC)c1	?	/
CCn1c(SCC(=O)Nc2ccc(C)cc2)nc(O)cc1=O	?	/
CC(C)(C)c1ccc(/C=N/N2CCN(c3ccccn3)CC2)cc1	-4%	-20
C=CCOC(=O)C1=C(C)OC(N)=C(C#N)C1c1ccc(F)cc1 (stereo not given)	?	/
CS(=O)(=O)c1ccccc1C(=O)Nc1ccc2sccc2c1	?	/
CCCN1C2CCCC1CC(NC(=S)Nc1cccc(C)c1)C2 (stereo not given)	-11%	-19
CCNC(=S)N/N=C/c1ccc(OCC(=O)Nc2ccc(C)cc2)cc1	i	/

Continuation.
SMILES	Lipid storage S3	Lipid storage S3 cell count max
COc1ccc(-n2nc(C(=O)NCC(=O)N3CCN(c4cccc(Cl)c4)CC3)c3ccccc3c2=O)c(OC)c1	?	/
CC(C)(C)NC(=O)NC(=O)COC(=O)c1ccc(OC(F)F)cc1	0%	2
CCC1(c2ccccc2)C(=O)NCNC1=O	?	/
COc1ccccc1CN1C(=O)c2cccc3cccc(c23)C1=O	14%	1
O=C(CNS(=O)(=O)c1ccc(C(=O)N2CCOCC2)cc1)N1CCOCC1	9%	0
Cc1ccc(NC(=O)CSCC(=O)Nc2ccccc2N2CCCCC2)cc1	?	/
Cc1nn(CCCC(=O)Nc2cccnc2Cl)c(C)c1[N+](=O)[O-]	5%	-4
CCN(CC(=O)Nc1ccc2c(c1)OCCO2)Cc1cc(=O)n2ccsc2n1	3%	2
CCC(NS(=O)(=O)c1ccc(C)cc1)C(=O)N1CCN(c2ccccn2)CC1 (stereo not given)	4%[9.22 µM]	23
Cc1ccnc(NC(=O)c2ccc(Cl)c([N+](=O)[O-])c2)c1	15%	/
Cc1[nH]c2ccccc2c1C(c1ccccn1)c1c(C)[nH]c2ccccc12	?	/
O=C(c1ccc2nccnc2c1)N1CCCC(N2CCN(c3ccc(F)cc3)CC2)C1 (stereo not given)	3%	-10
CSC1=C(C#N)C(c2ccc(C)cc2)C2=C(CCCC2=O)N1 (stereo not given)	?	/
CC(C)[C@H](NC(=O)[C@H](Cc1ccccc1)n1c(=O)[nH]c2ccccc2c1=O)C(=O)N[C@@H](Cc1ccccc1)C(=O)O	?	/
COc1ccc(NC(=O)CSc2nnnn2C)cc1	-18%	5
C[C@H](NC(=O)c1ccccc1Cl)C(=O)OCc1cn2cc(Cl)ccc2n1	?	/
COCCNC(=O)C12CC3CC(C1)CC(c1ccccc1)(C3)C2	?	/
Cc1nnc(-c2cnn(C)c2N)n1Cc1ccc2c(c1)OCO2	?	/
COCCN1C2=C(C(=O)CC(C)(C)C2)C(c2ccc(OC)c(OC)c2)C2=C1CC(C)(C)CC2=O	?	/
O=C(OCc1cc2ccccc2[nH]c1=O)c1ccncc1	0%	-9
O=C(CCn1c(=S)oc2ccccc21)Nc1cc([N+](=O)[O-])ccc1F	?	/
CC[C@@]12C(=O)N(c3cccc(C)c3)C(=O)N1[C@H](c1ccc(OC)cc1)[C@@H]1C(=O)N(C(C)(C)C)C(=O)[C@@H]12	?	/
COc1ccc(/C=C2\SC(=O)N(CCNC(=O)C3=COCCO3)C2=O)cc1	?	/
CCOc1ccc(NC(=S)NN2C(C)CCCC2C)cc1 (stereo not given)	?	/
COc1ccccc1-n1cnnc1SC1CCOC1=O (stereo not given)	?	/

New compounds follow
SMILES	Lipid storage S3	Lipid storage S3 cell count max
CCCOC(=O)/C(=C\c1ccc([N+](=O)[O-])o1)NC(=O)c1ccccc1	?	/
Cc1cc(S(=O)(=O)NC2CCCCC2)ccc1OCC(=O)NCC1CCCO1 (stereo not given)	-4%	7
CN(C)C1CCN(C(=O)c2cccc(OC3CCN(S(=O)(=O)N(C)C)CC3)c2)C1 (stereo not given)	i	-11
S=c1[nH]nc([C@@H]2C[C@H]2c2ccccc2)n1-c1ccccc1	?	/
CCN(CC)S(=O)(=O)c1ccc(NC(=O)CCC2CCCCC2)cc1	?	/
O=c1cc(NCc2ccco2)[nH]c(=O)n1-c1ccc(Br)cc1	1%	-12
O=C(Nc1cccc(S(=O)(=O)N2CCCCC2)c1)c1ccc2c(c1)OCO2	?	/
Cc1cc(C)c(S(=O)(=O)Nc2ccccc2C(=O)N2CCOCC2)c(C)c1	26µM*	-35*
CN(C(=O)/C=C/c1ccc2c(c1)OCO2)c1ccccc1	?	/
Cc1ccc(C)c(S(=O)(=O)N2CCN(C(=O)Cn3[nH]c(=O)c4ccccc4c3=O)CC2)c1	i[0.0737 µM]	/
CCOC(=O)c1sc(NC(=O)Cn2nnc3sc4c(c3c2=O)CCC(C(C)(C)C)C4)nc1C (stereo not given)	2%	0
N#Cc1ccccc1Cn1c(=O)n(C2CCCC2)c(=O)c2ccccc21	?	/
COc1ccc(S(=O)(=O)N2CC(=O)Nc3ccccc32)cc1C	?	/
CCOC(=O)c1[nH]c(C)c(C(=O)OCC(=O)NCc2ccc(OC)c(OC)c2)c1C	?	/
O=C1CSC(=Nc2cccc([N+](=O)[O-])c2)N1	?	/
O=C(O)CCCC(=O)Nc1cccc(C(=O)Nc2ccccc2C(=O)O)c1	8%	0
COc1ccc(S(=O)(=O)N2CCOCC2)cc1NC(=O)CN1CCCCCC1	0%	7
O=C1/C(=C\c2ccc(O)c(O)c2)N=C2CCCCCN12	?	/
Cc1nnc(NC(=O)c2cccc(F)c2)s1	?	/
CCOC(=O)n1c(=O)n(C)c2ccc(Br)cc21	?	/
COC(=O)C(Cc1cnc(Cl)s1)(C(=O)OC)c1ccccc1[N+](=O)[O-]	?	/
COc1cc(C)c(CNc2cccc(C)c2)cc1C	?	/
Cc1cc(C)n2nc(C(=O)Nc3nccs3)nc2n1	?	/
COc1ccc(NC2=C(C(C)=O)C(c3ccc4c(c3)OCO4)C(C(C)=O)C(C)(O)C2)cc1 (stereo not given)	?	/
COc1cc(NCCCCCCCN)c2ncccc2c1	5%	-15

(next part)
SMILES	Lipid storage S3	Lipid storage S3 cell count max
O=C(O)CCC(=O)NNC(=O)COc1ccc(Cl)cc1Cl	-10%	4
CC(OC(=O)C1CSC2(C)CCC(=O)N12)C(=O)Nc1ccc(F)cc1 (stereo not given)	?	/
N#Cc1ccc(C(=O)Nn2cnnc2)cc1	4%	23
COc1cccc(-n2c(SCC(=O)Nc3nc4ccccc4s3)nc3ccccc3c2=O)c1	?	/
Cc1ccc(N)c2c1OCCC2=O	?	/
Cc1ccc(/C=C(\C#N)C(=O)Nc2ccccn2)o1	?	/
COc1cccc(/C=C/C(=O)Nc2ccc3[nH]c(=O)[nH]c3c2)c1	?	/
COc1ccc(/C=C/CN2CCC(n3nccc3NC(=O)C3CC3)CC2)cc1	?	/
CC(NC(=O)c1c(F)cccc1Cl)c1ccc(-n2ccnc2)cc1 (stereo not given)	-4%	-2
CC(=O)c1c(C)[nH]c(C(=O)NC2=NCCS2)c1C	?	/
Cc1[nH]c(=O)[nH]c(=O)c1S(=O)(=O)N1CCCC(C(=O)N2CCN(c3ccccc3Cl)CC2)C1 (stereo not given)	i	24
Cc1ccc(C(=O)NCCS(=O)(=O)N2CCN(c3ccccc3F)CC2)cc1[N+](=O)[O-]	5%	6
CC(NC(=O)CN(C)Cc1cccs1)c1ccccc1 (stereo not given)	?	/
CN(Cc1ccccc1)c1nc2c(c(=O)n(C)c(=O)n2C)n1CCCc1ccccc1	?	/
COc1ccc(-n2c(COc3cccc(C)c3)nnc2SCC(=O)O)cc1	11%	12
CCOc1ccc(S(=O)(=O)N(CC(N)=O)c2ccc(C)cc2)cc1	2%	-2
O=C(NCCCc1ccccc1)C1CCC(=O)N(CCc2ccc(Cl)cc2)C1 (stereo not given)	?	/
COC(=O)c1ccc[n+](CC(=O)Nc2ccc(OC(F)F)cc2)c1	?	/
COCC(=O)Nc1nnc(CCc2ccccc2)s1	7%	6
Cc1cc(Cl)ccc1OC(C)C(=O)Nc1ccc(S(=O)(=O)Nc2cnc3ccccc3n2)cc1 (stereo not given)	-11%	-4
COc1ccc(S(=O)(=O)NCC(=O)N(CC(=O)NCC2CCCO2)Cc2ccc(F)cc2)cc1 (stereo not given)	?	/
COc1cccc(-c2c(C(=O)N/N=C(\C)COc3ccccc3)nnn2-c2nonc2N)c1	?	/
O=C(COC(=O)c1cccs1)Nc1cccc(S(=O)(=O)N2CCOCC2)c1	-7%	3
CC1CCN(C(=O)C(Cc2ccccc2)n2cccc2)CC1 (stereo not given)	?	/
O=C(COC(=O)c1cccs1)Nc1ccc(S(=O)(=O)N2CCOCC2)cc1	-3%	4

Further compounds follow:
SMILES	Lipid storage S3	Lipid storage S3 cell count max
C/C(=N\OC(=O)Nc1ccc(Cl)cc1)c1ncc(C(F)(F)F)cc1N1CCOCC1	?	/
Cc1ccc(NC(=O)C2Cc3ccccc3C(=O)O2)cc1 (stereo not given)	1%	12
COC(CNC(=O)c1cn(C)c2ccc(S(=O)(=O)N3CCOCC3)cc2c1=O)OC	i	-1
C/C(N)=C(/C#N)C(=O)COC(=O)c1ccncc1	?	/
C=CCN(Cc1ccc(OC)c(OC)c1)C(=O)N1CCOCC1	8%	9
O=C(O)/C=C/C(=O)Nc1cccc(C(F)(F)F)c1	?	/
Cc1nn(-c2ccccc2)c(C)c1NC(=O)COc1ccc(F)cc1Cl	?	/
Cc1ccccc1N(C)S(=O)(=O)c1nnc(NC(=O)c2ccco2)s1	?	/
COCCNC(=O)CCCn1c(=O)c2cc(OC)c(OC)cc2n(CC(=O)c2ccccc2)c1=O	4%	/
CCOc1ncccc1C(=O)OCC(=O)Nc1ccc(S(=O)(=O)N2CCOCC2)cc1	-1%	9
COc1ccc(C2C(C(N)=O)=C(C)Nc3ncnn32)cc1 (stereo not given)	?	/
COc1cc(/C=C(\C#N)C(=O)Nc2cc(C(F)(F)F)ccc2Cl)ccc1OCC(=O)Nc1cccc(C(F)(F)F)c1	?	/
COc1ccc2[nH]c3c(=O)n(Cc4ccc(C(=O)N5CCCCCC5)cc4)c(=S)[nH]c3c2c1	?	/
COC(=O)c1c(C(C)=O)cnc2ccc(Br)cc12	25%	0
COc1cc(CNc2ccc3[nH]c(=O)[nH]c3c2)ccc1OCc1cccc(C)c1	i	/
COc1cccc(-n2cc(CNCc3cn(C)nc3-c3ccccc3F)cn2)c1	?	/

Grouped by structure, those above with an NH in an aromatic ring
SMILES	Lipid storage S3	Lipid storage S3 cell count max
Cc1[nH]c2ccccc2c1C(c1ccccn1)c1c(C)[nH]c2ccccc12	?	/
CC(C)[C@H](NC(=O)[C@H](Cc1ccccc1)n1c(=O)[nH]c2ccccc2c1=O)C(=O)N[C@@H](Cc1ccccc1)C(=O)O	?	/
O=C(OCc1cc2ccccc2[nH]c1=O)c1ccncc1	0%	-9
S=c1[nH]nc([C@@H]2C[C@H]2c2ccccc2)n1-c1ccccc1	?	/
O=c1cc(NCc2ccco2)[nH]c(=O)n1-c1ccc(Br)cc1	1%	-12
Cc1ccc(C)c(S(=O)(=O)N2CCN(C(=O)Cn3[nH]c(=O)c4ccccc4c3=O)CC2)c1	i[0.0737 µM]	/
CCOC(=O)c1[nH]c(C)c(C(=O)OCC(=O)NCc2ccc(OC)c(OC)c2)c1C	?	/
COc1cccc(/C=C/C(=O)Nc2ccc3[nH]c(=O)[nH]c3c2)c1	?	/
CC(=O)c1c(C)[nH]c(C(=O)NC2=NCCS2)c1C	?	/
Cc1[nH]c(=O)[nH]c(=O)c1S(=O)(=O)N1CCCC(C(=O)N2CCN(c3ccccc3Cl)CC2)C1 (stereo not given)	i	24
COc1ccc2[nH]c3c(=O)n(Cc4ccc(C(=O)N5CCCCCC5)cc4)c(=S)[nH]c3c2c1	?	/
COc1cc(CNc2ccc3[nH]c(=O)[nH]c3c2)ccc1OCc1cccc(C)c1	i	/

Assay outcomes deposited in PubChem BioAssay by National Center for Advancing Translational Sciences (NCATS).
